# Caspase-7 inhib = blocks human caspase-7 allosterically or competitively; AID 889; Potency, µM (highest dose often 57.5 µM), for inactives: top-dose activity change, negative = inhibition, actives largely listed as inhibitors; recombinant caspase-7, Ac-DEVD-AFC fluorescence rate; actives 0.02% (n = 75,000); P55210; active = well fitted inhibition curve with a large enough effect in the main read-out, with a control signal flat, not every such curve was filed as active; inconclusive = small, poorly fitted or top-dose-only effect, or a change in a side signal; also: potency is read from the fitted curve at half-maximal effect; % of control where 0% means no effect
# Target sequence (P55210 24-198 limits assumed): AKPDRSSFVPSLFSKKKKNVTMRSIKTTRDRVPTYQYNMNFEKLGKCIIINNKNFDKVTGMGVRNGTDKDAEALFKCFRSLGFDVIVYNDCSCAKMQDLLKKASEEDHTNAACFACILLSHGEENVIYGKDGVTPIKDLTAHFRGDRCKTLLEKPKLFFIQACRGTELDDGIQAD
# Target sequence (P55210 207-303 limits assumed): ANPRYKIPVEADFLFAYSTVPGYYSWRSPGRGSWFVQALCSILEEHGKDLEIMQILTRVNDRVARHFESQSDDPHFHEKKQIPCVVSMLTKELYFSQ
# Rhodamine fluor = rhodamine region autofluorescence; Rhodamine-region fluorescence, 547/598 nm, Tris buffer; active compounds read high; AID 594; actives 0.05% (n = 59,000); max dye-equivalent concentration, M; in the data active = max dye-equivalent concentration above about 11 nM; inconclusive = between about 1.1 nM and that limit
#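 Intrinsic compound fluorescence, ex 547 / em 598 nm, CCD imager. Tris 100 mM pH 8.0; 15 min RT. Output = rhodamine dye-equivalent concentration at each compound concentration.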
# TexasRed autofl = compounds fluorescent in Texas Red spectral region; max dye-equivalent concentration, M; actives 0.06% (n = 59,000); AID 587; Compound fluorescence, Texas Red channel, 547/618 nm; active compounds read high; in the data active = max dye-equivalent concentration above about 10 nM; inconclusive = between about 1.1 nM and that limit
#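 Texas Red-region profiling: compounds in 100 mM Tris pH 8.0 were read at 547/618 nm after 15 min at room temperature. Intensities were normalized against a six-point Texas Red standard series to give dye-equivalent concentration.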
# Caspase-1 inhib = allosteric or competitive inhibitors of human caspase-1 | P29466 | Caspase-1 enzyme, Ac-WEHD-AFC fluorogenic rate | Potency, µM (top dose mostly 57.5 µM), for the others: at the top dose activity change, negative = inhibition, actives largely listed as inhibitors | actives 0.03% (n = 75,000);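 also: potency is read from the fitted curve at half-maximal effect; plate controls were vehicle for no effect and no substrate for full effect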
# HEK293 cAMP ctrl = counter-screen for TSHR agonists: cAMP increase in parental HEK293. parental HEK293 CNG cAMP sensor, membrane potential fluorescence. actives 2.5% (n = 73,000). Potency, µM (doses to about 57.1 µM), for the others: at the highest dose activation, actives largely listed as activators; also: potency is read from the fitted curve at half-maximal effect; % of control where 0% means no effect; nearly all actives have a fitted effect of over 55% in size
#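 Parental HEK 293 cells stably expressing a cAMP-gated CNG channel were loaded with membrane potential dye containing 100 uM RO 20-1724 for 60 min. Compound added for 30 min; depolarization read as fluorescence intensity at 590 nm.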
# 4MU fluor = compounds fluorescent in 4-MU spectral region | compound autofluorescence, 340/450 nm, 4-MU equivalents; active compounds read high | max dye-equivalent concentration, M | actives 11% (n = 59,000); in the data active = max dye-equivalent concentration above about 10 nM; inconclusive = mostly about 1.1 nM to 9.6 nM
#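 Intrinsic fluorescence at 340/450 nm (ex/em) was read after 15 min at room temperature in pH 8.0, 100 mM Tris. Each compound concentration expressed as 4-MU-equivalent concentration from a six-point 4-MU standard series on each plate.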
# USP2a inh = inhibitors of human ubiquitin-specific protease USP2a; O75604; USP2a enzymatic assay, qHTS inhibition; Potency, µM (doses to about 38.3 µM), inactives show top-dose activity change, negative = inhibition, hits mostly inhibitors; actives 0.1% (n = 60,000);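 also: potency is read from the fitted curve at half-maximal effect; nearly all actives have a fitted effect of over 60% in size; plate controls were DMSO for no effect and NEM full inhibition control for full effect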
# Target sequence (O75604 whole entry, looked up): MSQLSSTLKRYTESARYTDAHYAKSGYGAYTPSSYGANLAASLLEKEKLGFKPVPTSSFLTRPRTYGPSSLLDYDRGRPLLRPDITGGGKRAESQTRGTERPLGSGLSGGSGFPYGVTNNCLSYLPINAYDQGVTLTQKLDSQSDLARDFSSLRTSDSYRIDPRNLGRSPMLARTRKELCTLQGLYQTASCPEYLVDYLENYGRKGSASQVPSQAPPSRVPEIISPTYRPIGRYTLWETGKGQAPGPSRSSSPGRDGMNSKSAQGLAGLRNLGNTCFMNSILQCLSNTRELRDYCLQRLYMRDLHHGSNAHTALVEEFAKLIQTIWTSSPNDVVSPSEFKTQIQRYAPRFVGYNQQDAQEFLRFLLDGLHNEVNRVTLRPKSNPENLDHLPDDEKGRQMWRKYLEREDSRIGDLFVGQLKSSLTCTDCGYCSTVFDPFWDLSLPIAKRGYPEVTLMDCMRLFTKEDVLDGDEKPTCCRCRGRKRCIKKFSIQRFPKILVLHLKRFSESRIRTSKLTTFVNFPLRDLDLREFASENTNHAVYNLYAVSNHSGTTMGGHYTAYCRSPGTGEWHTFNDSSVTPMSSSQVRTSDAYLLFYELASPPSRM
#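 USP2 core (20nM final) preincubated 30 min RT with compound, then Ub-PLA2 20nM and NBD C6-HPC 20uM final added; buffer 20mM Tris-HCl pH 8.0, 2mM CaCl2. Fluorescence Ex 460/Em 535 read at 0 and 2.5 h; normalized to NEM.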
# BRCT PPI green = inhibitors of human BRCA1 BRCT-phosphoprotein interaction (green fluorophore). P38398. BRCA1 BRCT-phosphopeptide binding, green fluorescence polarization. Potency, µM (series often up to 76.9 µM), inactives show at the highest dose activity change, negative = inhibition, actives largely listed as inhibitors. actives 0.05% (n = 75,000). AID 875;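 also: potency is read from the fitted curve at half-maximal effect; plate controls were peptide without protein for full effect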
#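 Compounds were incubated for 12 min at room temperature with a complex of 100 nM fluorescein-tagged pBACH1 decapeptide and 250 nM His-tagged BRCT protein. Buffer was phosphate pH 7.3 with EDTA, DTT and Tween 20. Disruption of binding lowers the polarization signal.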
# BRCT PPI red = inhibitors of human BRCA1 BRCT-phosphoprotein interaction (red fluorophore). P38398. BRCT-phosphopeptide binding, red fluorescence polarization. Potency, µM (series often up to 76.9 µM), without a hit: at the top dose activity change, negative = inhibition, most hits filed as inhibitors. actives 0.03% (n = 75,000). AID 892; also: % is scaled to controls: 0 for no effect and ±100 for the full control effect
#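 Fluorescence polarization: 100 nM His-tagged BRCA1 BRCT with 100 nM TAMRA-labelled phospho-BACH1 decapeptide, phosphate buffer pH 7.3 with 150 mM NaCl, DTT, 0.01% Tween 20; 12 min RT. Binding inhibition seen as FP decrease.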
# A350 autofl = compound fluoresces in the Alexa 350 spectral region | actives 11% (n = 59,000) | max dye-equivalent concentration, M | Compound autofluorescence, 340/450 nm, Alexa 350 dye-equivalents; active compounds read high; in the data active = max dye-equivalent concentration above about 10 nM; inconclusive = mostly about 1.1 nM to 9.6 nM
# Fluorescein fluor = fluorescein region autofluorescence; Compound autofluorescence, 480/540 nm, fluorescein-equivalent; active compounds read high; max fluorescein-equivalent concentration, M; actives 0.91% (n = 59,000); in the data active = max fluorescein-equivalent concentration above about 10 nM; inconclusive = between about 1.1 nM and that limit
#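 Fluorescein stocks ranging 3 mM down to 300 nM, plus DMSO blanks, were pinned alongside compounds to build a per-plate standard curve. Buffer: 100 mM Tris, pH 8.0. Incubation 15 min, room temperature; filters 480/540 nm.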
# Active calls of the source: *; i = inactive; ? = inconclusive; . = no result given; [ ] = another dose, or the depositor's remark. Unless noted, calls follow the shape of the dose curve; as a rule, active = well fitted curve in the direction sought with a large enough effect; inconclusive = small, poorly fitted or top-dose-only effect, or another doubt; inactive = no such curve, though single readings can be large; an effect the other way counts as inactive or inconclusive.
# Second line of a record: Caspase-7 inhib, Rhodamine fluor, TexasRed autofl, Caspase-1 inhib, HEK293 cAMP ctrl, 4MU fluor, USP2a inh, BRCT PPI green, BRCT PPI red, A350 autofl, Fluorescein fluor
CCOC(=O)Cn1nc(C)c2ccccc2c1=O
    ., i, i, ., ., i, ., ., ., i, i
CC(C)(C)NC(=O)c1ccc2c(c1)C(=O)N(C1CCCCC1)C2=O
    -1%, i, i, -2%, 5%, i, 9%, -0.9%, -0.8%, i, i
COC(=O)c1ccc(C(NC(=O)OCc2ccccc2)/C(C)=C/[C@@H](C)C(=O)NCc2nn(-c3ccccc3)nc2C)cc1 (stereo partly specified)
    -2%, ., ., -3%, ?, ., ., 8.4%, -0.3%, ., .
CCOC(=O)C1CCN(C(=O)C2CCN(c3nc4ccc(OC)cc4s3)CC2)CC1
    0%, i, i, 0%, ?, i, 1%, -1.6%, 0.8%, i, i
NC(=S)c1ccc(C(N)=S)o1
    -2%, i, ?, 1%, -11%, i, -10%, -1.0%, 1.3%, i, i
Cc1cccc(CNc2ncncc2-c2ccc3c(c2)OCO3)c1
    -2%, i, i, -1%, ?, i, -1%, 0.1%, -0.1%, i, i
COCCN(C(=O)c1csnn1)C(C(=O)NC1CCCCC1)c1cccs1 (stereo unspecified)
    0%, i, ?, 1%, -8%, i, -1%, -1.6%, 1.0%, i, i
COc1ccc(NC(=O)Cn2nnc(-c3ccccc3NC(=O)c3cccs3)n2)cc1
    0%, i, i, 0%, 2%, 1.3e-08M*, 1%, -2.5%, -0.4%, 1.9e-08M*, ?
O=C(Cn1c(NCCCO)nc2ccccc21)c1cccc(Br)c1
    0%, i, ?, 0%, 11%, i, 38%[activator], -2.4%, 0.1%, i, i
CCOCCCNC(=O)C(NC(=O)c1ccccn1)c1ccc(C)cc1 (stereo unspecified)
    0%, i, i, 0%, 1%, i, 9%, -2.9%, -1.9%, i, i
Cc1cc2ccccc2n2c(SCC(=O)N3CCN(C(=O)c4ccco4)CC3)nnc12
    2%, i, ?, 0%, 1%, i, -4%, -1.1%, -0.6%, i, i
CC(C)CNC(=O)c1cc(-c2ccc(Br)cc2)on1
    -1%, i, i, 1%, 4%, i, -14%, -0.5%, -0.9%, i, i
CC(=O)Nc1cccc(NC(=O)C2CC3CCC2C3)c1 (stereo unspecified)
    -1%, ., ., -1%, -6%, ., 2%, 2.4%, 0.0%, ., .
O=C(O)/C=C(/C(=O)O)[C@]12CCN3CC4=CCO[C@@H]5CC(=O)N[C@@H]1[C@H]5[C@H]4C[C@H]32
    -3%[11.5 µM], i, i, 0%[11.5 µM], -1%[11.4 µM], i, ., -2.6%[15.4 µM], 0.1%[15.4 µM], i, i
CC1=C(C)C(=O)N(c2ccccn2)C1=O
    -1%, i, i, -1%, 13%, i, -6%, -1.7%, 0.4%, i, ?
Cc1ccccc1NC(=O)C1Cc2ccccc2C(=O)O1 (stereo unspecified)
    0%, i, i, 0%, 9%, i, -12%, -2.3%, 1.2%, i, i
CCn1c(=S)sc2c(=O)n(-c3ccccc3)c(SC)nc21
    -2%, i, ?, -8%, 25µM*, i, 8%, 1.6%, -0.5%, i, i
CCOC(=O)CSc1nc(CC)nc2ccccc12
    0%, i, i, -3%, ?, i, -1%, 0.9%, 0.6%, i, i
CCOc1ccc(-c2cc(NC(=O)Cn3ncc4c3-c3ccccc3OC4)on2)cc1OCC
    -4%, ., ., 0%, 0%, ., ., -0.8%, 1.4%, ., .
CCOC(=O)N1CCC(NC(=O)c2cc(S(=O)(=O)N3CCCC3)cn2C)CC1
    -2%, i, i, 2%, -2%, i, 12%, -0.5%, 1.9%, i, i
Cc1cc(C)c(-c2cc(C(F)(F)F)no2)c(=O)[nH]1
    -1%, i, i, -1%, -2%, 4.5e-08M*, 5%, -1.3%, 0.2%, 3.3e-08M*, i
NC(=O)c1nc(N2CCOCC2)nc(N2CCOCC2)n1
    2%, i, ?, -2%, -3%, 1e-08M*, -8%, -0.2%, -1.4%, ?, ?
Cn1c(=O)cc(N2CCc3ccccc32)[nH]c1=O
    -1%, ., ., -3%, ?, ., ., 118%[activator], -2.0%, ., .
COC(=O)c1ccc(-n2nnnc2SCC(=O)NCc2cccc(C(=O)O)c2)cc1
    0%, i, ?, 1%, 7%, i, -5%, -2.2%, -0.5%, ?, ?
C[C@@H]1Nc2ccc(Cl)cc2S(=O)(=O)N1
    2%, ., ., 0%, -13%, ., ., 1.4%, -0.9%, ., .
CC1(C)Cc2ccccc2-c2nnc(-c3cccc(O)c3)n21
    -2%, i, i, 0%, ?, i, -3%, -0.4%, 0.6%, i, i
CCOC(=O)N1CCN(c2nc(-c3ccc(F)cc3)cs2)CC1
    -3%, i, i, -2%, 15%, i, -26%, -1.5%, -0.1%, i, ?
Nc1nnc(C(=O)c2ccccc2N)s1
    2%, i, i, 1%, 7%, i, 3%, -2.9%, 2.0%, i, ?
COC(=O)CSc1nnc(CNC(=O)Cc2ccccc2)n1C
    -2%, i, i, -1%, 2%, i, -6%, -1.2%, -1.8%, i, i
O=C(NCc1cccs1)C(Cc1ccccc1)n1cccc1 (stereo unspecified)
    -4%, ., ., 3%, 3%, ., ., -2.0%, -1.8%, ., .
CCn1c(SCC(=O)OCC(=O)N2c3ccccc3NC(=O)C2(C)C)nnc1-c1ccco1
    -1%, i, ?, 1%, 0%, i, 6%, -1.6%, -0.2%, i, ?
O=C(CSc1nnc(Cc2cccs2)n1C1CCCCC1)N1CCCc2ccccc21
    -4%, i, ?, 3%, 13µM*, i, 52%[activator], 0.0%, 0.6%, i, ?
Cn1nnnc1SCc1nc2ccccc2s1
    0%, i, i, 0%, -5%, i, -2%, -0.9%, 0.1%, i, ?
Cc1cc(NC(=O)CCC(=O)N(c2ccc(F)cc2)C(C(=O)NC2CCCC2)c2ccncc2)no1 (stereo unspecified)
    7%, i, i, 2%, 4%, i, 6%, -2.7%, 1.0%, ?, i
C=C1N(CCCCCC(=O)O)C(=O)OC12CCCCC2
    1%, i, i, 0%, 3%, i, 6%, -1.1%, 0.7%, i, i
CCCCN(CCCC)C(=O)CSc1nnc(-c2cc(OC)c(OC)c(OC)c2)o1
    -2%, i, i, -4%, ?, i, 18%, -3.8%, -1.5%, i, i
CCOC(=O)c1cc(-c2ccc(C)cc2)n(CCC(=O)NCCN(C)C)c1C
    2%, ., ., -3%, -9%, ., ., 0.3%, 0.3%, ., .
COc1ccccc1-n1c(CNC(=O)c2ccccc2)nnc1SCC(=O)Nc1nnc(C)s1
    5%, ., ., -2%, ?, ., ., 1.8%, -5.0%, ., .
Cc1nc2c(C(=O)N3CCCC3)c[nH]n2c(=O)c1Cc1ccc(F)cc1Cl
    -3%, i, i, 0%, 5%, i, 11%, -0.6%, 1.0%, ?, i
CCOc1ccc2ccccc2c1C(=O)N[C@@H]1C(=O)N2[C@@H]1SC(C)(C)[C@@H]2C(=O)O
    -1%[25.7 µM], i, i, 0%[25.7 µM], 3%[25.6 µM], i, -4%[17.1 µM], -2.7%[34.4 µM], -1.3%[34.4 µM], i, i
Cc1nn(-c2ccccc2)c2sc(C(=O)C(C#N)c3ccccn3)cc12 (stereo unspecified)
    -4%, i, i, -8%, -5%, ?, 1%, -3.1%, 1.4%, ?, i
Cc1ccc(S(=O)(=O)NCCOCCNS(=O)(=O)c2ccc(C)cc2)cc1
    -2%, i, ?, 3%, -9%, i, 7%, -1.5%, -1.1%, i, ?
O=C(Nc1cccnc1)c1cnn2c(C(F)F)cc(C3CC3)nc12
    2%, i, i, -1%, -4%, i, 11%, 0.3%, -2.0%, i, ?
COc1ccc(Cl)cc1C(=O)N1CCN=C1SC
    -2%, ., ., 0%, 9%, ., ., -0.3%, -0.3%, ., .
COc1ccccc1NC(=O)CCN1CCCCCC1
    1%, i, i, -2%, 6%, i, -8%, 0.6%, 2.1%, i, i
COc1ccc(NC(=O)CSc2nnc(Cc3cccn3C)n2-c2ccc(F)cc2)cc1OC
    0%, ., ., 2%, 2%, ., ., -2.7%, 0.6%, ., .
CN(C)c1nc(NS(=O)(=O)c2ccc(Cl)cc2)nc(N(C)C)n1
    -4%, i, i, 0%, 11%, i, 1%, -0.5%, -2.6%, i, ?
O=C(NCc1ccccc1)C1CCCN1S(=O)(=O)c1cccc2cccnc12 (stereo unspecified)
    -2%, ., ., 2%, 10%, ., ., 0.5%, -1.3%, ., .
COC(=O)c1cc(Br)c(=O)n(CCN(C(C)C)C(C)C)c1
    0%, i, i, -1%, 18%, i, 6%, -0.3%, 0.6%, ?, i

# Some entries already given, showing only BRCT PPI green and Fluorescein fluor:
SMILES | BRCT PPI green | Fluorescein fluor
O=C(Nc1cccnc1)c1cnn2c(C(F)F)cc(C3CC3)nc12 | 0.3% | ?
Cc1nn(-c2ccccc2)c2sc(C(=O)C(C#N)c3ccccn3)cc12 (stereo unspecified) | -3.1% | i
C=C1N(CCCCCC(=O)O)C(=O)OC12CCCCC2 | -1.1% | i

# A portion of the library, so the mix of outcomes need not match the whole.
